# From PubChem BioAssay
# GoLoco inh red = qHTS Assay for Inhibitors of RGS12 GoLoco Motif Activity (Red Fluorophore). Guanine nucleotide-binding protein G(i) subunit alpha-1 (Homo sapiens), P63096. Gai1:RGS12 GoLoco peptide FP, rhodamine, 10 min. Potency, µM (highest dose often 61.6 µM), for inactives: top-dose activity, negative = inhibition, most hits filed as inhibitors. 230,000 tested, 0.44% active. AID 880, 2007; active means well fitted inhibition curve with a large enough effect, not every such curve was filed as active; inactive means no such curve, though single readings can be large or run the other way; further: nearly all actives have a fitted effect of over 30% in size; many of its hits are not listed in these tables
# Target sequence (P63096 whole entry, looked up): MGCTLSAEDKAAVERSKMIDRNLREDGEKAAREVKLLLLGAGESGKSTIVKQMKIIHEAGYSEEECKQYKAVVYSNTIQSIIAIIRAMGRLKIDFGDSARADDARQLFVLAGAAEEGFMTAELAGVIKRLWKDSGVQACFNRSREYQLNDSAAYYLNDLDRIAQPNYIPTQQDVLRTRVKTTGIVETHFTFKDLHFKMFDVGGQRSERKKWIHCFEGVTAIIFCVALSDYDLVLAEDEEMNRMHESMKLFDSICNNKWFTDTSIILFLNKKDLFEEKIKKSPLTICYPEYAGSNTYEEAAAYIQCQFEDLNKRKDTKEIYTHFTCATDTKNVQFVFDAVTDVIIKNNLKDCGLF
# L3MBTL1 inh = qHTS Assay for the Inhibitors of L3MBTL1. Lethal(3)malignant brain tumor-like protein 1 (Homo sapiens), Q9Y468. AlphaScreen L3MBTL1–H3K9me1 peptide binding. Potency, µM (titrated, usually from 57.1 µM), without a hit: at the top dose activity, negative = inhibition, actives largely listed as inhibitors. 230,000 tested, 0.66% active; further: nearly all actives have a fitted effect of over 60% in size
#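 AlphaScreen assay: L3MBTL1 (50 nM final) was preincubated 30 min at room temperature with biotinylated H3(1-15)K9me1 peptide (75 nM final), then 30 min with library compounds; streptavidin donor and nickel chelate acceptor beads (10 ug/mL final) added, 30 min dark.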
# KDM4E inh = qHTS Assay for Inhibitors of Human Jumonji Domain Containing 2E (JMJD2E) | JMJD2E catalytic domain, FDH-coupled NADH fluorescence (FDH is formaldehyde dehydrogenase) | 230,000 tested, 1.6% active | Lysine-specific demethylase 4E (Homo sapiens), B2RXH2 | Potency, µM (titrated, usually from 57.1 µM), inactives show at the highest dose activity change, negative = inhibition, actives largely listed as inhibitors; active means well fitted inhibition curve with a large enough effect, not every such curve was filed as active; inconclusive means small, poorly fitted or top-dose-only effect, or another doubt; inactive means no such curve, though single readings can be large or run the other way;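 further: 0% = wells with enzyme and -100% = buffer wells without enzyme; nearly all actives have a fitted effect of over 50% in size; many of its hits are not listed in these tables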
# Target sequence (B2RXH2 1-337 limits assumed): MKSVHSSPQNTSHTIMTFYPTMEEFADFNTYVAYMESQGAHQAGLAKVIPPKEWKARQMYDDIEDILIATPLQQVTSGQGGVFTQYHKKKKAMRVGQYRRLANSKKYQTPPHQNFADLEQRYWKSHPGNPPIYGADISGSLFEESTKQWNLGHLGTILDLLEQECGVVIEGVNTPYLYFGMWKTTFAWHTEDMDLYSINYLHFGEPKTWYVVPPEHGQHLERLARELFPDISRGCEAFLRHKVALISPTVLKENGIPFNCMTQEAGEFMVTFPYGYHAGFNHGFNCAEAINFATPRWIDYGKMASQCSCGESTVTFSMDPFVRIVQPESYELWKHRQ
# TRb-SRC2 inh = qHTS for Inhibitors of the Interaction of Thyroid Hormone Receptor and Steroid Receptor Coregulator 2. Thyroid hormone receptor beta (Homo sapiens), P10828. TRbeta-SRC2 peptide binding, fluorescence polarization; receptor liganded with 1 µM T3. Potency, µM (highest dose often 106 µM), for inactives: top-dose activity change, negative = inhibition, most hits filed as inhibitors. 280,000 tested, 0.065% active. AID 1469, 2008;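 further: plate controls were bound peptide for no effect and peptide without receptor for full effect; nearly all actives have a fitted effect of over 50% in size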
#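 Polarization signal, normalized between peptide-alone and full complex controls, measured compound effects on T3-liganded human TRb LBD (0.6 uM) binding 20 nM Texas Red SRC2 peptide after 5 hr.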
# TR SRC2 fluor cs = Total Fluorescence Counterscreen for Inhibitors of the Interaction of Thyroid Hormone Receptor and Steroid Receptor Coregulator 2. TRb/SRC2 Texas Red total fluorescence interference. Potency, µM (highest dose often 106 µM), for the others: at the top dose fluorescence change, negative = quenching. 280,000 tested, 0.29% active; active means well fitted curve in either direction with a large enough effect; inconclusive means small, poorly fitted or top-dose-only effect
#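 Human TRβ ligand-binding domain (0.6 uM) and Texas Red SRC2 peptide (20 nM) in Tris buffer with 1 uM T3 and 5% DMSO were incubated with pinned compound for 5 hr at ambient temperature. Total fluorescence was computed as S + 2P (555/632 nm).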
# Tau fibril FP = qHTS for Inhibitors of Tau Fibril Formation, Fluorescence Polarization; Microtubule-associated protein tau (Homo sapiens), P10636; 280,000 tested, 0.39% active; Potency, µM (series often up to 57.7 µM), for inactives: at the highest dose activity, negative = inhibition, usual class: inhibitors; K18 P301L tau heparin fibrillization, Alexa594 FP, 6 h; further: nearly all actives have a fitted effect of over 55% in size
# Target sequence (P10636 561-689 P618L limits assumed): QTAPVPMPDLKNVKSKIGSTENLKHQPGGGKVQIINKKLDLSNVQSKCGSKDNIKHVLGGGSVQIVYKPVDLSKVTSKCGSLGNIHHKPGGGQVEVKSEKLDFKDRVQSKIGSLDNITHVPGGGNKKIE
#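 Heparin (20 uM) drove fibril formation of recombinant tau K18 P301L, 15 uM unlabeled with 0.24 uM Alexa 594 label, for 6 hr at 37 C in 100 mM sodium acetate pH 7. Fluorescence polarization (555/632 nm) read 1 hr after 30 uM ThT.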
# RECQ1 helicase = qHTS Assay for Inhibitors of RecQ-Like Dna Helicase 1 (RECQ1); 240,000 tested, 0.54% active; Potency, µM (series often up to 57.3 µM), inactives show at the top dose activity, negative = inhibition, usual class: inhibitors; ATP-dependent DNA helicase Q1 (Homo sapiens), P46063; RECQ1 DNA unwinding, red fluorescence kinetic read;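 further: plate controls were vehicle for no effect and no enzyme for full effect; nearly all actives have a fitted effect of over 30% in size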
#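 50 nM RECQ1T1 preincubated 15 min with compound in Tris pH 8.0 buffer with MgCl2, DTT, Tween-20 and 2.5 ug/ml poly(dI-dC); started with 200 nM TAMRA/BHQ-2 forked duplex and 2 mM ATP. Unwinding read as fluorescence (525/598 nm), two reads 2 h apart.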
# Tau fibril ThT = qHTS for Inhibitors of Tau Fibril Formation, Thioflavin T Binding | Microtubule-associated protein tau (Homo sapiens), P10636 | recombinant tau K18 P301L (four-repeat tau fragment), heparin-induced fibrillization, ThT fluorescence | Potency, µM (titrated, usually from 57.4 µM), inactives show at the highest dose activity, negative = inhibition, usual class: inhibitors | 270,000 tested, 2.1% active | AID 1460, 2008; further: nearly all actives have a fitted effect of over 55% in size
#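 Heparin-induced (20 uM) aggregation of recombinant human K18 P301L tau, 15 uM unlabeled with 0.24 uM labeled, pH 7 acetate buffer, 6 hr at 37 C with compound. Fibrils quantified by 30 uM ThT fluorescence after 1 hr ambient incubation.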
# * marks the source's active call; other numbers are inactive results; i = inactive; u = inconclusive; x = no result given; [ ] = remark or other dose. Unless noted, the call rests on the fitted dose curve; in most records, active means well fitted curve in the direction sought with a large enough effect; inconclusive means small, poorly fitted or top-dose-only effect, or another doubt; inactive means no such curve, though single readings can be large; an effect the other way counts as inactive or inconclusive. Unless noted, on the % scale 0 is the no-effect control and ±100 the full control effect; potency means the concentration at half of the fitted maximal effect. An excerpt; the hit share may differ from the screen's.
# A first look:
SMILES,GoLoco inh red,L3MBTL1 inh,KDM4E inh,TRb-SRC2 inh,TR SRC2 fluor cs,Tau fibril FP,RECQ1 helicase,Tau fibril ThT
N=c1n(CC(=O)c2cccc([N+](=O)[O-])c2)c2ccccc2n1Cc1ccccc1,2%,x,-2%,-4%,0%,7%,0%,u
Cc1cccc(N2CCN(C(=O)Cc3ccc(-n4c(=O)[nH]c5ccsc5c4=O)cc3)CC2C)c1 (centres undefined),7%,1%,7%,5%,-2%,8%,-7%,u
CC(C)(C)C(=O)[C@@H]1[C@@H]2C(=O)N(C3CCCCC3)C(=O)[C@@H]2[C@H]2c3ccccc3C=CN12,-13%,x,u,2%,-2%,u,i,32µM*

# Results, from the start:
SMILES,GoLoco inh red,L3MBTL1 inh,KDM4E inh,TRb-SRC2 inh,TR SRC2 fluor cs,Tau fibril FP,RECQ1 helicase,Tau fibril ThT
N=c1n(CC(=O)c2cccc([N+](=O)[O-])c2)c2ccccc2n1Cc1ccccc1,2%,x,-2%,-4%,0%,7%,0%,u
Cc1cccc(N2CCN(C(=O)Cc3ccc(-n4c(=O)[nH]c5ccsc5c4=O)cc3)CC2C)c1 (centres undefined),7%,1%,7%,5%,-2%,8%,-7%,u
CC(C)(C)C(=O)[C@@H]1[C@@H]2C(=O)N(C3CCCCC3)C(=O)[C@@H]2[C@H]2c3ccccc3C=CN12,-13%,x,u,2%,-2%,u,i,32µM*
O=C(CSc1nnc(NC(=O)c2ccco2)s1)NC1CCCCC1,4%,-3%,-6%,-11%,-2%,-2%,-2%,7%
O=C(NCCn1cc(SCc2ccc(C(F)(F)F)cc2)c2ccccc21)c1ccccc1F,x,x,x,13%,-3%,-15%,x,u
O=C(Nc1ccc(Cl)cc1)Nc1cnccn1,1%,8%,u,-2%,1%,-7%,-15%,-3%
CCNS(=O)(=O)c1ccc(CCC(=O)Nc2cc(Cl)ccc2Oc2ccccc2)cc1,3%,-4%,-1%,-1%,1%,-5%,i,-19%
O=C(NCc1ccc2c(c1)OCO2)c1ccc2c(c1)N(Cc1ccccc1)C(=O)c1ccccc1S2=O (centres undefined),x,x,x,3%,2%,-10%,x,0%
CCOC(=O)Cn1c(S(=O)(=O)Cc2ccccc2Cl)nc(-c2ccccc2)c1-c1ccccc1,-1%,-12%,6%,-2%,2%,1%,-1%,-13%
O=C(NCC1CCCN(C(=O)c2cscn2)C1)c1ccccc1Cl (centres undefined),4%,6%,7%,7%,0%,5%,17%,-3%
COc1ccc(CNC(=O)CN(C(=O)c2cc3sccc3n2C)C2CCCC2)cc1,10%,x,-3%,5%,-1%,6%,-4%,-10%
O=c1[nH]c2ccc(NCc3ccccc3F)cc2[nH]1,x,x,x,5%,-2%,-7%,x,u
Cc1ccc(NC(=O)CN2Cc3ccccc3C2=O)c(C)c1,x,x,x,-5%,6%,4%,x,3%
CCN(CC)CCCCn1c(-c2ccccc2)nc2c(NCc3ccccc3)nc(C)nc21,5%,x,u,4%,-2%,-9%,i,0%
COc1ccccc1-c1nnc(SC2CCc3ccccc3NC2=O)s1 (centres undefined),-11%,-6%,u,2%,1%,-6%,i,-6%
CCOC(=O)c1cccc(NC(=O)Nc2ccc(OCC)cc2)c1,23%,2%,1%,-2%,-3%,13%,-3%,u
Cc1cccc(N(C)c2ccc3cc(S(=O)(=O)N4CCCC4)ccc3n2)c1,x,x,x,3%,-1%,14%,x,-5%
COc1cc(OC)c(C2CC(=O)N3CN(c4ccc(C)cc4)CSC3=C2C#N)cc1OC (centres undefined),8.9µM*,-5%,u,3%,1%,u,-12%,28µM*
Cc1ccc2c(=O)c(C(=O)NCc3cccs3)c[nH]c2c1,12%,-2%,-5%,3%,-1%,-15%,3%,-4%
c1ccc(-n2ncc3c2ncn2nc(CSc4nc5ccccc5s4)nc32)cc1,-7%,0%,-2%,6%,0%,5%,-10%,8%
CCc1ccc(NC(=O)CN(c2cc(C)cc(C)c2)S(=O)(=O)c2c(C)[nH]c(=O)[nH]c2=O)cc1,x,x,x,6%,-2%,0%,x,-11%
CC(C)C(=O)NNC(=O)CSc1nnnn1C(C)C,10%,2%,1%,0%,-6%,-3%,24%,-4%
Cc1cccc(NC(=O)CSc2nc3ccc(NC(=O)COc4ccccc4F)cc3s2)c1,x,x,x,8%,11%,u,x,u
CC(N)(COP(=O)(O)O)C(=O)O (centres undefined),6%,x,x,-1%,-4%,7%,i,6%
COC(=O)c1c(SC)nc2ccccc2c1OCc1ccc(C)cc1,x,x,x,-2%,-1%,u,x,u

# (more compounds)
SMILES,GoLoco inh red,L3MBTL1 inh,KDM4E inh,TRb-SRC2 inh,TR SRC2 fluor cs,Tau fibril FP,RECQ1 helicase,Tau fibril ThT
C/C(=N\Nc1cccc([N+](=O)[O-])c1)c1cc2ccccc2o1,-1%,-6%,0%,1%,-3%,8%,-6%,u
Cc1ccc(Cc2nnc3n(-c4cccc(C)c4)nc(C(=O)c4ccccc4)n3c2=O)cc1,-7%,-10%,-14%,4%,2%,0%,-3%,-1%
CCC(CC)C(=O)NN(C(=O)c1ccncc1)C1CC(=O)N(c2ccccc2)C1=O (centres undefined),7%,3%,10%,1%,0%,-3%,-14%,1%
NNC(=O)c1ccc2ccccc2n1,5%,12%,12%,3%,-3%,1%,-6%,u
CN(C)S(=O)(=O)c1cccc(NC(=O)c2cc3c(=O)n4ccccc4nc3s2)c1,16%,14%,u,-13%,1%,u,-4%,-2%
CCC(=O)Nc1nonc1-c1nc2ccccc2n1CCC(C)C,21%,8%,u,-1%,1%,-7%,-7%,u
C=CCNc1ncnc2c1ncn2C1OC(CO)C(O)C1O (centres undefined),7%,11%,-1%,2%,-1%,-7%,-2%,-2%
COc1ccc(-c2onc3ccc(Br)cc23)cc1,-7%,13%,-7%,4%,2%,-17%,-3%,-14%
COC(=O)c1nc(-c2ccccc2)oc1N(C)C,-2%,0%,u,6%,5%,0%,-13%,-9%
CCN1CCN(c2ncc3c(n2)CCN(Cc2ccc(C)s2)C3)CC1,x,x,x,-8%,-1%,4%,x,-11%
CCOC(=O)Cc1csc(NC(=S)NC(=O)c2ccc(Cl)cc2)n1,-3%,3%,-2%,-4%,1%,u,i,-9%
Cc1cccn2c(=O)cc(CSc3nnc(NC(=O)COc4ccc(F)cc4)s3)nc12,x,x,x,-1%,-2%,4%,x,-9%
CCN(c1ccccc1)S(=O)(=O)c1ccc(F)cc1,-6%,x,4%,-3%,5%,-4%,-5%,6%
O=C(CCn1cnc2ccccc2c1=O)Nc1cccc(Cl)c1Cl,4%,-5%,-9%,-6%,-3%,-11%,i,2%
COc1cccc(C(=O)NCC(=O)N/N=C/c2cccc(OC(=O)c3ccc([N+](=O)[O-])cc3)c2)c1,6%,6%,3%,-4%,0%,3%,i,u
Cc1ccc(OCC(=O)Nc2ccccc2Sc2ccc(Cl)cc2)c([N+](=O)[O-])n1,x,-7%,1%,-5%,-2%,2%,-1%,-8%
O=C1CC(C(=O)Nc2ccc(O)c(C(=O)O)c2)C(c2ccccc2)O1 (centres undefined),-6%,-1%,u,-3%,-1%,1%,6%,-5%
CSc1ccc(/C=C/c2nc3ccccc3n2S(=O)(=O)c2ccc(Br)cc2)cc1,x,x,x,-5%,-2%,u,x,3%
OCc1cc2c(cn1)[nH]c1ccccc12,3%,x,x,0%,-2%,-2%,19%,-14%
CN1CCN(NS(=O)(=O)c2ccc(Cl)s2)CC1,3%,5%,-3%,2%,1%,u,-6%,18µM*
O=C(NCc1cccnc1)c1ccc(COc2ccccc2Br)cc1,-3%,-4%,5%,-6%,-3%,-1%,i,2%
CCCC(=O)Nc1ccc(C(=O)NCc2ccccc2Cl)cc1,1%,37%[activator],5%,3%,1%,-3%,1%,-3%
COc1ccccc1N1CCN(c2ccc(=O)n(CC(=O)NCc3ccc(OC(C)C)cc3)n2)CC1,x,x,x,1%,-1%,3%,x,-18%
O=C(Nn1c(O)c(C=C2N=c3ccccc3=N2)sc1=S)c1cccc(Cl)c1,6%,4%,-4%,-7%,-3%,u,i,u
CC(C)(C)SCCNS(=O)(=O)c1ccc(F)cc1,5%,5%,-10%,-3%,-1%,-1%,-11%,-5%

# More structures follow.
SMILES,GoLoco inh red,L3MBTL1 inh,KDM4E inh,TRb-SRC2 inh,TR SRC2 fluor cs,Tau fibril FP,RECQ1 helicase,Tau fibril ThT
Cc1c(CN2CCCC(C)C2)c(O)n(CCO)c(=O)c1C#N (centres undefined),9%,4%,14%,-5%,-1%,4%,-8%,-4%
CCC(OC(=O)c1nsc(Cl)c1Cl)C(=O)NC(C)(C)C (centres undefined),-3%,x,0%,-4%,-4%,-2%,-15%,-10%
CCc1ccc(NC(=O)CC2C(=O)N(c3ccc(Cl)cc3)C(=O)N2Cc2cccs2)cc1 (centres undefined),x,x,x,13%,-2%,u,x,u
CCCN1CCN(c2cc3c(cc2F)c(=O)c(S(=O)(=O)c2ccc(Cl)cc2)cn3C)CC1,x,x,x,0%,-2%,1%,x,-8%
O=c1c2c3c(sc2nc2n1CCC2)CCCCC3,19%,0%,2%,3%,-1%,-3%,i,-4%
Cc1ccc(Cn2cc(S(=O)(=O)c3ccc(C)cc3)c(=O)c3cc(F)c(N4CCCC4)cc32)cc1,x,x,x,1%,3%,-4%,x,-1%
Cc1cc(Br)ccc1NC(=O)CCS(=O)(=O)c1cccc2nonc12,x,x,x,-2%,0%,1%,x,2%
Cc1c(C(=O)OC2CCCCC2)[nH]c2c1C(=O)CC(c1ccc(C(C)(C)C)cc1)C2 (centres undefined),x,x,x,2%,0%,2%,x,-9%
